Screens: PubChem, several laboratories
ZTA counter: counter-screen for EBNA-1 inhibitors: inhibitors of Epstein-Barr virus ZTA | ZTA-DNA binding, fluorescence polarization | inhibition, % at 11 µM | hit rate 0.15% among 320,000; in the data active = inhibition above about 33%
Target sequence (P03206 whole entry, looked up): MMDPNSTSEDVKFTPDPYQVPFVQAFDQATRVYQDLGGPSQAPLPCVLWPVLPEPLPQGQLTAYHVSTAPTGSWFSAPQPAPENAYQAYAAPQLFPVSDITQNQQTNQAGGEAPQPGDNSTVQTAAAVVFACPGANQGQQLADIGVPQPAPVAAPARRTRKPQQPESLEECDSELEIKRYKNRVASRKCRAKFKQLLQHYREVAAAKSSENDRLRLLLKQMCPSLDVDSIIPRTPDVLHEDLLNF
HCV core dimer: blocks dimerization of HCV core protein; TR-FRET GST/Flag-core106 dimerization, 1536-well; inhibition, % at 5 µM; hit rate 0.33% among 300,000;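 active = inhibition above the mean of all tested compounds plus 3 SD, set per screening campaign, cut at about 45% in these data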
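System – GST-tagged and Flag-tagged HCV core protein residues 1-106 · Repeats – one well for each compound · Technique – TR-FRET 671 and 617 nm emission · Doses – one concentration, 5 µM, in 0.5% DMSO · Times – 4 h, 22.5 °C incubation · Also added – Eu donor and XL665 acceptor anti-tag antibodies · Measure – percent inhibition of core106 dimerization signal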
PP5 inh: blocks human protein phosphatase 5 activity; inhibition, % at 6.7 µM; hit rate 0.18% among 320,000; P53041; purified PP5c, OMFP substrate fluorescence;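 active = inhibition above the campaign's mean inhibition across all tested compounds plus 3 SD, cut at about 9.5% in these data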;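 also: 0% = DMSO only and 100% = 100 µM cantharidin control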
Target sequence (P53041 whole entry, looked up): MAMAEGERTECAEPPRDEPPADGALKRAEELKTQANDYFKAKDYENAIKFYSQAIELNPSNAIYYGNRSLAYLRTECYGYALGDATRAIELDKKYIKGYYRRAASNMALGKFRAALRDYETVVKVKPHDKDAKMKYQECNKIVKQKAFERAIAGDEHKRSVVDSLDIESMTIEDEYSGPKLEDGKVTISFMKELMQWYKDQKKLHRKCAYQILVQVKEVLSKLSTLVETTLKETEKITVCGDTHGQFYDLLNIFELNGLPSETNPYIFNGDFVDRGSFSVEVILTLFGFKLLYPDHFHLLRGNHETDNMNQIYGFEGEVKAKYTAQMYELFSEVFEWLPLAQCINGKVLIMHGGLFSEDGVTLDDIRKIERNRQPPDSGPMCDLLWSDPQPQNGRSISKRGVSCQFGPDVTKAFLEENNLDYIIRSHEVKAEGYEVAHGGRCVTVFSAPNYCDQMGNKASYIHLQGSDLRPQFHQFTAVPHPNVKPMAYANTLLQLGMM
EBNA-1 inhibitor: blocks EBNA-1 binding to DNA. EBNA-1 DNA binding, fluorescence polarization. inhibition, % at 14.8 µM. hit rate 0.34% among 300,000. AID 1950; in the data active = inhibition above about 28%
CTSL1 counter: counter-screen for PFM18AAP inhibitors: inhibitors of F. hepatica cathepsin L1; recombinant F. hepatica cathepsin L1, Z-Leu-Arg-MCA fluorescence; AID 1906; hit rate 0.49% among 300,000; inhibition, % at 5.96 µM;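 active = inhibition above the mean of all tested compounds plus 3 SD, set per screening campaign, cut at about 17% in these data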;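 also: 0% = plate median of test compound wells and 100% = 1 µM Z-Phe-Ala-diazomethylketone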
PREPL inh: inhibitors of human prolyl oligopeptidase-like enzyme PREPL. recombinant PREPL, fluorescence polarization activity-based probe. inhibition, % at 5.96 µM. hit rate 0.68% among 320,000; in the data active = inhibition above about 43%;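 also: 0% = enzyme with DMSO and 100% = wells lacking enzyme; many of its hits are not listed in these tables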
Efflux pump inh: inhibitors of Candida antifungal efflux pumps expressed in yeast. S. cerevisiae Candida pump triplex, Nile Red efflux. inhibition, % at 10 µM. hit rate 0.44% among 330,000;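 active = plate passing quality check with inhibition over a set limit, or well fluorescence over plate mean plus 4 SD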;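 also: Nile Red retained in pooled yeast measured as flow cytometry median fluorescence; 0% = buffer negative control and 100% = Enniatin B positive control; higher means more Nile Red kept so more efflux inhibition; some compounds called inactive have numbers as strong as hits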
TPT1 inhibitor: C. albicans TPT1 enzyme inhibition. inhibition, % at 5 µM. hit rate 0.81% among 300,000. recombinant caTPT1, FP RNA substrate dephosphorylation;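 active = inhibition above the mean of all tested compounds plus 3 SD, set per screening campaign, cut at about 24% in these data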;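 also: plate controls were DMSO alone for no effect and ferristatin control at 100 nM for full effect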
PP1 inh: blocks human PP1-alpha phosphatase, a PP5 counter-screen | purified PP1alpha, OMFP fluorescence | inhibition, % at 6.7 µM | hit rate 0.9% among 320,000;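 active = inhibition above the mean inhibition of all tested compounds plus 3 SD, computed separately for each screening campaign, cut at about 15% in these data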
Target sequence (P62136 whole entry, looked up): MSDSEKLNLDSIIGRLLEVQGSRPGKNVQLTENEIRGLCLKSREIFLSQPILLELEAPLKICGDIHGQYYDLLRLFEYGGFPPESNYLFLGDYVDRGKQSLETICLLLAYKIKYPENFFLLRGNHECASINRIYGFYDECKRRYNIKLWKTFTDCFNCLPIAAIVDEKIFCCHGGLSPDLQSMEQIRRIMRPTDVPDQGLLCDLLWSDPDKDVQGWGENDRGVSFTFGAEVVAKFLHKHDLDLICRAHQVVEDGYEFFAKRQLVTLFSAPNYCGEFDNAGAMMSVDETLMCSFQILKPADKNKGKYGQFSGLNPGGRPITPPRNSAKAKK
Numbers without * were called inactive; x = no result given; + = active, no number.

SMILES	ZTA counter	PP5 inh	TPT1 inhibitor	Efflux pump inh	EBNA-1 inhibitor	CTSL1 counter	PREPL inh	PP1 inh	HCV core dimer
CN(C)c1ccc(/C=C(\C#N)C(=O)Nc2nc3c(s2)CCN(Cc2ccccc2)C3)cc1	18	0.5	+	0.2	4	-1	9	2	19
O=C(CSc1oc(-c2ccc(F)cc2)nc1S(=O)(=O)c1ccccc1)NCC1CCCO1 (centres undefined)	8	-1.3	-4	0.1	11	3	4	-4	4
CCOc1ccc(-n2nnc3c(=O)n(CC(=O)c4ccccc4)cnc32)cc1	14	-1.7	-1	-0.1	30*	0	8	-1	12
Cc1nnn(-c2nonc2N)c1C(=O)NNC(=O)c1ccc(Cl)c(Cl)c1	-10	0.3	-1	0.0	-3	3	4	5	4
CCOc1ccccc1N1CCN(C(=O)c2ccccc2SCC(=O)N2CCCC2)CC1	-5	0.6	0	-0.6	5	-1	9	1	0
COc1ccccc1NC(=O)NNC(=O)CCc1ccccc1	-2	-0.2	-2	-0.1	-1	-3	1	-1	8
O=C(NNC(=S)NC1CCCCC1)c1ccccc1Cl	-12	-0.6	0	-0.1	-7	-7	-4	2	-1
CCOC(=O)c1ccc(NC(=S)NCCc2ccccc2F)cc1	-5	6.0	2	0.1	3	-2	-4	3	3
Cc1cccc(Nc2nc3ccccc3s2)c1C	4	0.8	-2	0.1	1	4	8	0	-8
COc1ccc(Cn2c(SCc3cc(C)ccc3C)nc3cc(OC)c(OC)cc3c2=N)cc1	12	5.0	1	0.1	-6	4	16	23*	-4
COc1ccc(CCNC(=O)CN(C)S(=O)(=O)c2cccs2)cc1OC	-14	1.8	-3	0.2	-15	-5	28	2	5
COc1ccccc1CNC(=O)COc1ccccc1OC	2	-2.8	4	1.0*	-3	-8	14	-6	4
Fc1ccc(-c2cn3ccccc3n2)cc1	3	-3.7	6	0.1	4	-5	-1	-13	-13
CCCCn1c(SCC(=O)c2ccc(OCC)cc2)nc2cc(S(N)(=O)=O)ccc21	13	0.4	-2	0.2	-5	3	3	1	21
CN(Cc1nc2ccc(Cl)cc2[nH]1)Cc1nc(-c2cnccn2)no1	9	-0.4	1	-0.1	7	-3	2	-4	3
Cc1ccc([C@H]2C(C#N)=C(N)Oc3cc(C)oc(=O)c32)o1	-18	4.2	-5	0.0	1	-6	-4	-4	-3
CCOC(=O)C1CCN(C(=O)CCS(=O)(=O)c2ccc3c(c2)CCN3C(=O)CC)CC1	-16	-0.6	-3	-0.1	2	7	11	-4	-2
CCOC(=O)Cc1csc(NC(=O)c2ccc(S(=O)(=O)N3CCOCC3)cc2)n1	0	0.6	-1	-0.3	18	3	18	4	-20
CCOC(=O)c1c(NC(=O)CSc2nnc(-c3ccco3)o2)sc(C)c1C	-6	3.1	-1	0.1	-4	3	-2	5	11
O=[N+]([O-])c1ccc(Cl)c(S(=O)(=O)Nc2cccc(-c3ccc(N4CCCC4)nn3)c2)c1	19	-0.2	0	0.0	-4	0	11	5	23

An excerpt from above in order of count of non-hydrogen atoms, ascending:
SMILES	ZTA counter	PP5 inh	TPT1 inhibitor	Efflux pump inh	EBNA-1 inhibitor	CTSL1 counter	PREPL inh	PP1 inh	HCV core dimer
Cc1cccc(Nc2nc3ccccc3s2)c1C	4	0.8	-2	0.1	1	4	8	0	-8
COc1ccccc1NC(=O)NNC(=O)CCc1ccccc1	-2	-0.2	-2	-0.1	-1	-3	1	-1	8
CCOC(=O)c1c(NC(=O)CSc2nnc(-c3ccco3)o2)sc(C)c1C	-6	3.1	-1	0.1	-4	3	-2	5	11

Additional records
SMILES	ZTA counter	PP5 inh	TPT1 inhibitor	Efflux pump inh	EBNA-1 inhibitor	CTSL1 counter	PREPL inh	PP1 inh	HCV core dimer
O=C(NCc1ccncc1)C1CCN(C(=O)c2cccc(Cl)c2)CC1	-6	2.9	1	0.0	5	0	5	-4	9
CCNC(=O)CSc1nnc(-c2cccc(S(=O)(=O)N(CC)CC)c2)n1CCc1ccccc1	-8	1.6	1	-0.3	-1	-1	-8	-2	-3
CCOC(=O)c1cnc2ccc(OCC)cc2c1NCc1ccccc1	-14	2.7	-1	0.1	0	2	12	4	0
CCn1ccnc1CN1CCC(n2nccc2NC(=O)c2ccccc2OC)CC1	9	-0.5	3	-0.1	5	0	5	1	4
COc1cccc(CNC(=O)C(c2ccc(Cl)cc2)C(C)C)c1 (centres undefined)	6	3.1	2	1.1	-8	-4	0	-7	-6
CCc1nc2ccc(C(=O)NCc3ccccc3)cc2nc1CC	0	0.7	4	0.1	0	7	1	-5	2
CC(C)(C)N(Cc1ccccc1)C(=O)COC(=O)c1ccccc1SCC(=O)N1CCCC1	-3	0.3	0	-0.1	5	0	20	0	8
O=C(O)CCC(=O)Nc1ccc(Cc2ccc(NC(=O)CCC(=O)O)c(O)c2)cc1O	0	-0.6	1	-0.1	3	-2	3	-4	-2
S=c1[nH]nc(-c2ccc3ccccc3n2)o1	9	0.7	3	0.0	-6	-2	-8	0	-2
O=C(NCc1ccco1)c1ccccc1-c1nc(-c2ccc(F)cc2)no1	-9	-0.2	0	-0.1	3	-7	-2	0	1
CCCCCCC1CC(CSC(=N)N)OC1=O (centres undefined)	1	-1.7	-1	-0.2	-2	1	1	6	-7
CC(C)OCCCNC(=O)CN1CCN(Cc2ccccc2Cl)C1=O	3	-4.6	3	0.2	-12	0	6	-11	-1
CN(CC(=O)Nc1ccccc1C(F)(F)F)C(=O)COc1ccccc1Cc1ccccc1	-3	2.3	2	0.3	-4	-2	2	2	2
O=C(Nc1ccccc1)c1cccc(N2C(=O)CCC2=O)c1	8	-0.1	-3	-0.1	9	2	-4	-2	-8
COc1ccccc1N1CCN(C(=O)c2cc(-c3cccs3)on2)CC1	-6	7.3	-4	0.7*	-11	-8	18	0	4
CSc1ccccc1C(=O)NC1CCCN(Cc2ccccc2F)C1 (centres undefined)	-2	1.4	0	0.0	0	2	0	-1	6
COC(=O)NNC(=O)c1ccccc1C	13	-0.5	-1	-0.2	3	-2	2	-2	-2
Cc1cc2c3ccccc3ncn2n1	-12	-1.4	-8	0.0	3	-7	12	-3	6
NC(=O)Cn1nnc(-c2ccc(CN3CCCCC3)cc2)n1	6	1.9	-1	-0.2	-1	-1	3	-1	-2
C/C(CS(=O)(=O)c1ccc(Cl)c(Cl)c1)=N/NC(N)=S	-5	-1.0	1	-0.4	3	7	3	-1	-2
Cc1ccc(NC(=O)CCCCCN2C(=O)[C@@H]3Cc4ccccc4CN3C2=O)c(Cl)c1	8	6.3	-2	0.1	-3	-3	-9	0	2
COc1ccccc1Sc1ccccc1/C=N/NC(N)=O	-4	-0.3	0	0.0	7	4	-31	2	2
CSC1=N/C(=C/c2cccnc2)C(=O)N1Cc1ccc(Cl)cc1	-15	0.2	4	-0.1	1	4	-12	-2	2
CCOC(=O)N1CCN(CC(=O)Nc2ccc(F)cc2)CC1	26	-0.1	0	0.0	0	5	3	0	-2
CCOC(=O)c1c(NC(=O)CSc2nnc(C)c(=O)[nH]2)sc(C)c1-c1ccc(C)cc1	10	1.0	-3	0.1	6	-2	-12	2	9
Cc1noc(NC(=O)c2ccc(Cl)c(Cl)c2)c1Cl	1	-0.2	-1	0.2	-11	-2	5	-4	4
CCCCNc1c(-c2cccc(-c3cc(C(C)=O)cs3)c2)nc2ccc(C)cn12	-5	6.2	-5	0.0	-9	3	16	7	4
O=C(CSc1ncccc1C(=O)O)NC12CC3CC(CC(C3)C1)C2	7	0.1	-3	0.5*	5	-1	-9	-7	0
Cc1ccc2nc(SCC(=O)N3CCCCC3)nc(=O)n2c1	-8	-0.7	2	0.0	-9	-1	17	-6	-8
CCOc1ccc(C(=O)Nc2cc(-c3nc4ccccc4[nH]3)ccc2C)cc1[N+](=O)[O-]	-7	2.6	-5	0.0	16	-1	-17	-1	7
O=C(NC1CCCC1)c1cccc(S(=O)(=O)N2CCCCC2)c1	-3	1.8	-7	-0.1	0	-6	-10	-5	1
O=C(OC(C(=O)Nc1cc(Cl)cc(Cl)c1)c1ccccc1)C1=COCCO1 (centres undefined)	-4	3.2	-1	0.0	7	-42	-12	2	1
Clc1cccc(Cl)c1Cn1nnc(-c2cccs2)n1	-1	0.4	-3	-0.1	21	-1	4	-6	2
O=C(CN1CCN(c2ccccc2)CC1)c1ccc2cc[nH]c2c1	-6	0.0	-4	0.0	0	1	16	-3	-1
Cc1ccc(/C=C/C(=O)NCCCn2ccnc2)cc1	-3	1.0	2	0.0	10	0	11	-2	-3
CCCCNC(=O)c1cc2cccc([N+](=O)[O-])c2[nH]1	14	-0.6	0	0.0	1	-2	16	0	8
Cc1cc(C(=O)Nc2cnc3ccccc3c2)ccc1[N+](=O)[O-]	0	-0.3	-3	-0.1	9	2	9	-2	5
COC(=O)c1ccc(CN2CCN(C3CCCCC3)C(CCO)C2)cc1 (centres undefined)	5	-2.4	-1	0.1	1	2	7	4	-5
Cc1cc(Cn2nc(-c3ccccc3)cc2C(=O)NCc2cccs2)on1	17	2.2	0	x	8	1	-1	0	15
CCC(C)C(NC(=O)C1CCC(C)CC1)C(=O)Nc1ccc(OC)cc1 (centres undefined)	2	5.9	1	-0.2	-2	2	12	3	-4
CCC(=O)N1N=C(c2c(O)n(C)c(=O)n(C)c2=O)CC1c1ccccc1 (centres undefined)	-7	0.6	-2	0.0	-2	-1	4	-1	-4
C[C@H]([C@H](O)c1ccccc1)N(C)C(=O)CN	7	1.6	-3	0.0	4	-2	0	-1	-5
O=C(CNS(=O)(=O)c1ccc(Br)s1)NC1CCCc2ccccc21 (centres undefined)	1	2.8	2	0.3	9	-2	12	0	3
CCN(C(=O)COC(=O)c1cc(S(=O)(=O)N2CCOCC2)ccc1F)C1CCS(=O)(=O)C1 (centres undefined)	-2	0.8	1	0.0	-1	5	10	-7	-3
Cc1ccc([C@@H]2[C@@H]3C(=O)N(C)C(=O)[C@@H]3[C@]3(C)C(=O)N(CC4CC4)CC(=O)N23)o1	-4	4.2	0	0.1	-8	-3	-11	-4	-9
O=C(Cn1cccc1)Nc1ccc(F)cc1F	-3	-0.5	2	-0.2	5	-2	-1	0	-1
O=C(COC(=O)c1ccccn1)Nc1ccc(S(=O)(=O)N2CCOCC2)cc1	-1	0.7	-5	-0.2	-8	-5	6	-6	-3
O=C(CSc1n[nH]c(-c2ccccc2Br)n1)NC(=O)NCc1ccco1	-4	0.4	0	-0.1	-2	-1	7	-1	6
O=C1CCCc2ccccc2N1Cc1cccc(F)c1	-5	2.7	2	0.0	4	-2	-3	3	2
CC1C(=O)C(C)C(c2ccc(O)cc2)NC1c1ccc(O)cc1 (centres undefined)	-7	2.3	-1	0.1	10	-2	-4	-3	-2
COc1ccc(OC)c(-c2c(=O)n(OCc3ccccc3Br)c3ccccc3[n+]2[O-])c1	8	0.6	4	-2.7	-3	4	12	-2	7
BrCCOCCOc1ccc2ccccc2c1	-1	1.3	-2	0.0	4	-2	-2	-3	5
COc1cccc(Cn2cnc3c(sc4nc(C)cc(C)c43)c2=O)c1	2	0.1	2	0.0	6	7	10	0	17
CON/C=C(\C=Nc1ccc(F)cc1)c1ncc(C(F)(F)F)cc1Cl	2	5.3	0	0.1	-3	-1	8	-2	0
CCOC(=O)C1=NNC2(c3ccc(Cl)cc3)C(=O)N(c3cc(C)cc(C)c3)C(=O)C12 (centres undefined)	-13	-2.5	-2	0.0	-4	7	4	1	4

The list is partial. The share of hits here may be higher or lower than overall.
